# Wnt bcat act = Wnt/beta-catenin pathway activators, primary screen, cell-based, plate reader, single point; activation, % at 9.35 µM; 1.2% of 300,000 active; AID 743398, 2014; Wnt/beta-catenin reporter cell assay, activator; in the data active means activation above about 30%, passing the limit was not always enough; inconclusive means no clear call, values can overlap the other calls;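 further: 0% = neutral control wells and 100% = positive control wells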
# * hit, by the source's call; ? = inconclusive. Not all compounds are listed (hit frequency here may not be typical).
Wnt bcat act	canonical_smiles
-6	Cc1cccc(C)c1NC(=O)C(CCc1ccccc1)n1c(=O)c(-c2cc3ccccc3[nH]2)nc2ccccc21 (configuration not stated)
-1	CC(=O)N1CCC(c2nc3ccccc3n2C(C)C(=O)NCc2ccccc2)CC1 (configuration not stated)
-1	CCOC(=O)C1=CCN(S(=O)(=O)c2ccc(Br)cc2)C1c1ccc(F)cc1 (configuration not stated)
-3	CC1(C(=O)Nc2ccc3c(c2)OCO3)CCN1Cc1cccc2c1OCO2 (configuration not stated)
-3	COc1ccc(C(=O)N2CCCCC2c2cc(C(=O)NCc3ccccc3)no2)cc1 (configuration not stated)
-2	COC(=O)[C@@]1(Cc2ccc(F)cc2)[C@H]2c3cc(C(=O)N4CCCC4)n(Cc4cc(C)n(C)n4)c3C[C@H]2CN1C(=O)c1ccccc1
3	CCOc1ccc(Nc2oc(-c3ccccc3Cl)nc2C#N)cc1
-5	COCCCn1c(C)cc(C(=O)COC(=O)CCc2nc3ccccc3c(=O)[nH]2)c1C
-4	CC(=O)Nc1ccc(CNc2nc3cc(-c4cccc(C(F)(F)F)c4)sc3c(=O)n2C)cc1
46*	Cc1cccc(/C=C/c2ccccc2)n1
1	Cc1ccc(CNc2nc3cc(-c4ccccc4)sc3c(=O)n2C)c(C)c1
-1	O=C1NC[C@H](CCCCN2C[C@H](Cc3ccccc3)N(CCC3CCCCC3)C(=O)C2=O)N(CCc2ccc(O)cc2)C1=O
1	CC(=O)Nc1cccc(-c2csc(C(O)c3cccc(Cl)c3)n2)c1 (configuration not stated)
-2	COc1ccc(C(NC(=O)C2CCN(Cc3ccc(Oc4ccccc4)cc3)CC2)c2ccccn2)cc1 (configuration not stated)
0	Cc1cccc(C)c1Cn1c(C)c(C(=O)NCCC#N)sc1=O
-1	CC(C)NC(=O)C1(C)CCN1Cc1ccc(-c2ccccc2)cc1 (configuration not stated)
-2	Cc1c(C(=O)NCc2ccco2)sc(=O)n1Cc1ccc(S(C)(=O)=O)cc1
-3	CCNC(=O)C1(C)CCN(Cc2ccc(C(=O)OCC)o2)C1 (configuration not stated)
-4	CCNC(=O)C1(C)CCCN(Cc2noc(-c3c(C)noc3C)n2)C1 (configuration not stated)
-3	CCOC(=O)[C@]12CCC=C1N(Cc1ccccc1)C(=O)[C@H](CC(=O)NCCC(C)C)C2

# Carrying on:
Wnt bcat act	canonical_smiles
-3	O=c1ccn(C2CC(O)C(COC(c3ccccc3)(c3ccccc3)c3ccccc3)O2)c(=O)[nH]1 (configuration not stated)
0	O=C(Nc1cccc(S(=O)(=O)N2CCCC2)c1)[C@@H]1O[C@H](CO)[C@H](O)[C@H](O)[C@H]1O
-1	Cn1c(CNC(=O)c2ccccc2F)nnc1SCc1nc2ccccc2c(=O)[nH]1
-1	CCCS(=O)(=O)NC(=O)C1(C)CCCN(C(=O)c2c(F)ccc(C)c2F)C1 (configuration not stated)
6	CCC1=NN2C(=N)/C(=C\c3ccc(OCCOc4ccccc4)c(OC)c3)C(=O)N=C2S1
-4	CCOC(=O)[C@]12CCC=C1N(Cc1ccccc1)C(=O)[C@H](CC(=O)NCC13CC4CC(CC(C4)C1)C3)C2
1	O=c1[nH]c(=S)[nH]c2c1C(c1ccc(F)cc1)OC(CCOCc1ccccc1)C2 (configuration not stated)
0	CCCCc1c(-c2ccccc2OC)ncn1Cc1ccc(F)cc1F
2	CCOC(=O)C1=CCC(c2ccccc2)N(S(=O)(=O)c2ccccc2)C1 (configuration not stated)
-3	COc1cccc(C(=O)NCCN2CCC(n3c(=O)[nH]c4ccccc43)CC2)c1
-3	Cc1nc2ccccc2n1C(C)c1nc2ccccc2n1CC(=O)c1ccsc1 (configuration not stated)
-3	C[C@H](NC(=O)CC[C@H]1O[C@@H](n2ccc(=O)[nH]c2=O)[C@H](O)[C@@H]1O)C(=O)O
10	COC(=O)c1ccc2nc(-c3ccccc3)c(Cc3ccccc3)n2c1
1	COc1ccc(CCN2C(=O)c3ccccc3C2c2nnnn2-c2ccc3c(c2)OCCO3)cc1OC (configuration not stated)
2	Cc1c(C(=O)Nc2cccc(Oc3ccccc3)c2)sc(=O)n1Cc1ccc(F)cc1
-2	O=C1NC[C@H](CCCCN2C[C@H](Cc3ccc(O)cc3)N(CC3CCCCC3)C(=O)C2=O)N(CCC2CCCCC2)C1=O
-1	COCCCN1C(=O)C(CC(=O)NC2CCCC2)CC(C(=O)N(C(C)C)C(C)C)=C1C (configuration not stated)
-11	CCOc1ccc(CCN2C(=S)N([C@@H](Cc3ccccc3)CN3CCC[C@@H]3CN3C(=S)NC[C@@H]3Cc3ccc(O)cc3)C[C@@H]2CC(C)C)cc1
15	COCCNC(=O)C1Cc2c(-c3cccc(NC(C)=O)c3)ccnc2O1 (configuration not stated)
-2	COc1cc(C)ccc1S(=O)(=O)NC(=O)C1(C)CCN1C(=O)c1ccc(C(F)(F)F)nc1C (configuration not stated)

# Another view of part of the listing above.
SMILES	Wnt bcat act
COc1ccc(CCN2C(=O)c3ccccc3C2c2nnnn2-c2ccc3c(c2)OCCO3)cc1OC (configuration not stated)	1
Cc1c(C(=O)Nc2cccc(Oc3ccccc3)c2)sc(=O)n1Cc1ccc(F)cc1	2
CCOC(=O)[C@]12CCC=C1N(Cc1ccccc1)C(=O)[C@H](CC(=O)NCC13CC4CC(CC(C4)C1)C3)C2	-4
CCC1=NN2C(=N)/C(=C\c3ccc(OCCOc4ccccc4)c(OC)c3)C(=O)N=C2S1	6

# An excerpt of these results, as labelled records.
O=C(Nc1cccc(S(=O)(=O)N2CCCC2)c1)[C@@H]1O[C@H](CO)[C@H](O)[C@H](O)[C@H]1O
  Wnt bcat act: 0

Cn1c(CNC(=O)c2ccccc2F)nnc1SCc1nc2ccccc2c(=O)[nH]1
  Wnt bcat act: -1

# (more compounds)
Wnt bcat act	canonical_smiles
4	N/C(=N\OC(=O)COc1cc(Cl)c(Cl)cc1Cl)c1ccncc1
0	CCOc1ccc(-c2cc(C(=O)NCc3cc(OC)cc(OC)c3)[nH]n2)c(C)c1
-3	COc1ccc(CCNC(=O)Nc2nc(C(N)C3CCCCC3)cs2)cc1OC (configuration not stated)
-1	CN(C)c1ccc(CNC(=O)/C=C/[C@H]2O[C@@H](n3ccc(=O)[nH]c3=O)[C@H](O)[C@@H]2O)cc1
-3	COC(=O)c1cc2c(c3c4cc(C)ccc4n(S(=O)(=O)c4ccc(C)cc4)c13)C(=O)N(C)C2
2	COc1ccc(-c2cccc3c4c([nH]c23)[C@@H]2C[C@H]3[C@@H](C(=O)N2CC4)[C@H](C)ON3C)cc1
-5	CC1(C(=O)NS(=O)(=O)C2CC2)CCN(C(=O)COc2ccc(Cl)cc2Cl)C1 (configuration not stated)
-3	CN1CCCCC(NC(=O)C23CC4CC(CC(C4)C2)C3)C1=O (configuration not stated)
-2	COC(=O)C(Cc1ccc(O)cc1)NS(=O)(=O)Cc1ccccc1 (configuration not stated)
-8	C[C@]12Cc3ccccc3C1CC1=N[C@@H](c3ccc(C(F)(F)F)cc3)O[C@@]13C[C@@H]2C(=O)N3Cc1ccncc1 (some centres not stated)
0	CCC(C(=O)Nc1c(C)cccc1C)n1c(-c2cc(C)cs2)nc2ccccc21 (configuration not stated)
-1	CCC(CC)C(=O)N(C)c1c(C)nc2c(OCCOc3ccccc3)cccn12
1	Cc1ccc(Cl)cc1NC(=O)N(C)CCOC(=O)Nc1cccc(Cl)c1
-9	COC(=O)[C@@]1(Cc2ccc(F)cc2)[C@H]2c3cc(C(=O)N(C)C)n(CCCNc4ncc(C(F)(F)F)cc4Cl)c3C[C@H]2CN1C(=O)c1ccccc1
2	CCc1ccc2c(c1)NC(=O)C2(C)Cc1ccccc1Cl (configuration not stated)
1	N#Cc1ccc(OCC(=O)N[C@@H](Cc2ccccc2)c2nc3ccccc3[nH]2)cc1
-2	Cc1ccc(S(=O)(=O)N2C[C@H]3[C@H]4C(=O)N(Cc5ccccc5)C(=O)[C@H]4CC(=O)[C@H]3[C@@H]2c2ccccc2)cc1
-3	CC(C)c1cn(CC[C@@H]2CC[C@H](NS(=O)(=O)c3ccc(F)cc3)[C@@H](CO)O2)nn1
0	CCOc1ccc(C(=O)Oc2ccc(NC(C)=O)cc2)cc1
-1	N#Cc1ccc(NC(=S)/N=C(\N)c2ccccc2)cc1

# Continuation:
Wnt bcat act	canonical_smiles
2	COc1ccc(S(=O)(=O)N2CCCc3nc(-c4ccc(Br)cc4)ccc32)cc1
-4	Cc1ccc(OCCNC(=O)[C@H]2O[C@@H](n3ccc(=O)[nH]c3=O)[C@H](O)[C@@H]2O)cc1C
0	O=C(c1cc(C2CCCCN2S(=O)(=O)Cc2ccccc2)on1)N1CCOCC1 (configuration not stated)
0	O=C(CC[C@H]1O[C@@H](n2cnc3c(NC(=O)c4ccccc4)ncnc32)[C@H](O)[C@@H]1O)NCC(c1ccccc1)c1ccccc1
-7	O=C(CCc1c[nH]c2ccccc12)Nc1ccc(Oc2cccnc2)cc1
9	O=C(Cc1ccccc1)NC(=S)Nc1ccc2oc(-c3ccccc3)nc2c1
-2	O=C1COc2ccccc2C(c2nc3ccccc3[nH]2)N1C1CC1 (configuration not stated)
-3	CCOC(=O)N1CCN(C(=O)C[C@@H]2C[C@@]3(C(=O)OC)CC(C)(C)CC=C3N(CCc3ccc(OC)c(OC)c3)C2=O)CC1
-1	OC(c1cc(Cl)cc(Cl)c1)c1ncc(-c2cccc(F)c2)[nH]1 (configuration not stated)
-1	CCOC(=O)C1(C)CCN1C(=O)c1ccco1 (configuration not stated)
-1	CCn1ncc2c(=O)c(C(=O)c3ccccc3)c[nH]c21
-1	CC1(C(=O)NS(=O)(=O)Cc2ccccc2C(F)(F)F)CCN1C(=O)c1ccco1 (configuration not stated)
?	CCc1ccc2cc3c(cc2n1)C(=O)c1ccccc1-3
-2	CCNC(=O)C1CCCN(C(=O)c2cc(F)ccc2C)CC1 (configuration not stated)
-2	COc1ccc(NC(=O)C2Cc3c(-c4cccc(F)c4)ccnc3O2)cc1OC (configuration not stated)
-2	COc1cc(CN2CCN(c3cc(C)ccc3C)CC2)cc([N+](=O)[O-])c1O
16	COc1cccc(-c2cc(CNC(=O)[C@H]3O[C@@H](n4ccc(N)nc4=O)[C@H](O)[C@@H]3O)no2)c1
-2	CC1(C(=O)NCC2CCCCC2)CCN1C(=O)Cc1ccc(-c2ccccc2)cc1 (configuration not stated)
-5	CC(C)C[C@@H]1Cc2[nH][nH]c(=O)c2[C@H](C(C)C)O1
-1	CC1(C(=O)NCc2ccccn2)CCN1C(=O)Cc1ccc(Cl)cc1Cl (configuration not stated)

# Marked active in Wnt bcat act (from the list above):
Wnt bcat act	canonical_smiles
46*	Cc1cccc(/C=C/c2ccccc2)n1

# Continuation:
Wnt bcat act	canonical_smiles
-1	CCCCCCC12Cc3cc(OC)c(OC)cc3C(O1)C1=C(O2)C(C)(C)CCC1=O (configuration not stated)
-1	COc1ccc(CNC(=O)Nc2ccc3c(c2)c(=O)n(C)n3Cc2cccc(C(F)(F)F)c2)cc1
26	Cc1ccc(CNC(=O)C2(C)CCN2C(=O)Cc2ccc(-c3ccccc3)cc2)cc1 (configuration not stated)
-4	O=C(NCc1cccc(Cl)c1)c1cccc2c(-c3cccnc3)coc12
-1	CN(C(=O)[C@@H](Cc1ccccc1)NC(=O)[C@H]1O[C@@H](n2ccc(=O)[nH]c2=O)[C@H](O)[C@@H]1O)C1CCCCC1
-2	COC(=O)C(CC(C)C)N(Cc1ccc(Br)cc1)S(=O)(=O)CCl (configuration not stated)
-1	CC(=O)NCc1ccc(S(=O)(=O)NC2CCN(Cc3ccccc3)CC2)cc1
-2	Fc1ccccc1N1CCN(C(c2ccnc3ccccc23)c2nnnn2-c2ccc3c(c2)OCCO3)CC1 (configuration not stated)
-2	O=C(NCc1ccccc1)C(c1ccco1)N1CCN(C(=O)C2CCCO2)CC1 (configuration not stated)
-2	CCCCN1CC(COc2ccc(OC)cc2)OCCS1(=O)=O (configuration not stated)
-9	NC(=O)c1ncn([C@@H]2O[C@H](C(=O)N[C@H](Cc3ccccc3)C(=O)N3CCN(c4ccc(Cl)cn4)CC3)[C@@H](O)[C@H]2O)n1
-5	CN(Cc1ccccc1)c1cc2c(c3c1ccn3C)C1CCC2C1 (configuration not stated)
5	C[C@@H]1CN([C@@H](C)CO)C(=O)CCCn2cc(nn2)CO[C@H]1CN(C)C(=O)Nc1ccc2c(c1)OCCO2
-4	CC(c1nc2ccccc2[nH]1)n1c(=O)c(-c2cccs2)nc2ccccc21 (configuration not stated)
0	COc1cc(-c2ccc(NC(=O)NC3CC3)c(OC)c2)ccc1NC(=O)NC1CC1
-1	O=C(CSc1cccc2cccnc12)N/N=C/c1cccnc1
-2	Cc1ccccc1CN1C(=O)C(C)Sc2ccc(-c3ccco3)cc21 (configuration not stated)
5	CCCCNC(=O)C1C(c2ccc(OC)cc2)=Nc2ccccc2N1C(=O)Cc1cc(OC)cc(OC)c1 (configuration not stated)
-3	COCCNc1nc(NCCOc2ccccc2)c2sc(-c3ccccc3)cc2n1
-1	Cc1ccccc1S(=O)(=O)NC(=O)C1(C)CCN1C(=O)Cc1ccc(Cl)cc1Cl (configuration not stated)

# Next section.
Wnt bcat act	canonical_smiles
-1	C[C@H](CO)N1C[C@H](C)[C@@H](CN(C)C(=O)Nc2ccccc2)OCc2cn(nn2)CCCC1=O
-3	CC(C)(O)C#Cc1ccc(CNC[C@H]2O[C@@H](n3cnc4c(=O)[nH]c(N)nc43)[C@H](O)[C@@H]2O)s1
-2	CN(C)C1CN(Cc2cn(Cc3ccc(Cl)cc3)nn2)S(=O)(=O)C1 (configuration not stated)
-2	COc1ccc(CCCNC(=O)C2Cc3c(-c4cccc(C(N)=O)c4)ccnc3O2)cc1 (configuration not stated)
-2	CC(=O)Nc1cccc(-c2ccnc3c2CC(C)(C(=O)Nc2ccccc2)O3)c1 (configuration not stated)
-2	OC[C@H]1O[C@@H](c2nc3ccc(-c4nc(-c5cccs5)no4)cc3[nH]2)C[C@@H]1O

# An excerpt of these results, as tab-separated lines.
SMILES	Wnt bcat act
CC(=O)Nc1cccc(-c2ccnc3c2CC(C)(C(=O)Nc2ccccc2)O3)c1 (configuration not stated)	-2
OC[C@H]1O[C@@H](c2nc3ccc(-c4nc(-c5cccs5)no4)cc3[nH]2)C[C@@H]1O	-2
